NF-kB expr up: raises NF-kB expression in human neuronal cells; NF-kB reporter expression; stronger effect = higher value; fold change at 12.5 µM; 190,000 tested, 1.6% active; in the data active = fold change above about 3.3
STAT3 act: STAT3 signaling activation. activation (% of control), % at 5.6 µM. 190,000 tested, 0.91% active. U3A cells, IL-6 STAT3-luciferase reporter, luminescence; 100% = signal with IL-6 EC80 alone;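 active = activation above the screen-wide mean of compound activation plus 3 SD, cut at about 130% in these data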;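 note: 0% = background luminescence of wells with medium and substrate only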
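system = STAT3-luciferase reporter U3A cells | reagent = IL-6 stimulus at 33 ng/mL final | timing = 1 h compound pre-exposure, 6 h IL-6 stimulation, 37 °C | measured by = luminescence | evaluation = % activation versus median of IL-6-stimulated wells | control set = IL-6-only wells as 100% reference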
APP 5UTR inh: APP translation inhibition | inhibition, % at 2 µM | 190,000 tested, 0.82% active | SH-SY5Y APP 5'UTR-luciferase reporter, luminescence | AID 1285;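 active = inhibition above a set limit, derived from the sample mean plus 3 SD, cut at about 45% in these data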; note: values of inactives mirror those of a sister screen read the other way
ROMK primary: modulators of human ROMK potassium channel | P48048 | Tet-inducible ROMK, thallium flux fluorescence; actives lie on both sides | B-score at 10 µM | AID 1918 | 130,000 tested, 2% active;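 active = signal ratio slope over the read window, or its plate-corrected B-score, at least 3 SD from the plate mean, either direction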;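 note: B-score of the F/F0 ratio slope over 7 to 12 s after thallium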
Target sequence (P48048 whole entry, looked up): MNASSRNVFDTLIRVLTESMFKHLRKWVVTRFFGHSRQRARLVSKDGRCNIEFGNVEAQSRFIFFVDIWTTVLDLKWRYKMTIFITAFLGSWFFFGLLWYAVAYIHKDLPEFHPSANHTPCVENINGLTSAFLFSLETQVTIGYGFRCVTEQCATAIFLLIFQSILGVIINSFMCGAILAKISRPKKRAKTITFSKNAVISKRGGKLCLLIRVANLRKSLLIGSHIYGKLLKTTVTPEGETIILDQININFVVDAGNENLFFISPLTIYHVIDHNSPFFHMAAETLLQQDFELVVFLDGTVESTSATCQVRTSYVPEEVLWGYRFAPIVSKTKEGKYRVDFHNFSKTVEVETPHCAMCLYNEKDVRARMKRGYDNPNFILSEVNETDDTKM
FLuc inhib CS: Photinus pyralis luciferase inhibition counter-screen | 200,000 tested, 1.5% active | ATPLite firefly luciferase biochemical luminescence, 10 min | inhibition, % at 10 µM;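 active = inhibition above about 50% when tested at 10 µM, limit read from the data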
Target sequence (P08659 whole entry, looked up): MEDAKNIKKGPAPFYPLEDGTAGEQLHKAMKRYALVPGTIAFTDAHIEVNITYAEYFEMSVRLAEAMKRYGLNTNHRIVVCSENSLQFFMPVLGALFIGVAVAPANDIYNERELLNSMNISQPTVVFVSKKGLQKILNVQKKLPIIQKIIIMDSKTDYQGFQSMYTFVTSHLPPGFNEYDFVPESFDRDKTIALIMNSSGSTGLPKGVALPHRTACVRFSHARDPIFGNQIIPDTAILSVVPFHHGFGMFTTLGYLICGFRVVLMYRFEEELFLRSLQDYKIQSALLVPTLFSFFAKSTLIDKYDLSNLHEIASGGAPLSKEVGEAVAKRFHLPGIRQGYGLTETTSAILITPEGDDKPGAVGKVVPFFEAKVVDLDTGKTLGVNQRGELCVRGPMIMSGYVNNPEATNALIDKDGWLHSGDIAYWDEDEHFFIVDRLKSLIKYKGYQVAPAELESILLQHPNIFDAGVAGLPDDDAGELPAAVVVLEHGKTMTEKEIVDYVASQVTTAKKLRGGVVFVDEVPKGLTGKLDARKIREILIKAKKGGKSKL
APP 5'UTR act: APP 5'UTR luciferase reporter activation | SH-SY5Y APP 5'UTR luciferase reporter, luminescence; zero percent = DMSO vehicle wells | activation, % at 2 µM | 190,000 tested, 1% active | AID 1276;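 active = activation above a set limit, based on mean plus 3 SD of controls, cut at about 140% in these data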; note: values of inactives mirror those of a sister screen read the other way
STAT1 inh: STAT1 signaling inhibition. AID 920. 200,000 tested, 0.35% active. NIH 3T3 STAT1-luciferase reporter, IFN-gamma, luminescence. inhibition, % at 5.5 µM;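 active = inhibition above a set limit, the mean inhibition across all tested compounds plus 3 SD, cut at about 34% in these data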;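 note: 0% = IFN-gamma with DMSO and 100% = IFN-gamma with 300 µM nifuroxazide; values of inactives mirror those of a sister screen read the other way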
STAT3 blocker: STAT3 signaling inhibition. 190,000 tested, 0.89% active. inhibition, % at 5.5 µM. AID 862. U3A cells, IL-6 STAT3-luciferase reporter, luminescence; host cell line lacks STAT1;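 active = inhibition above the mean inhibition across all screened compounds plus 3 SD, cut at about 44% in these data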;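 note: 0% = DMSO only wells and 100% = 100 µM nifuroxazide control wells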
STAT1 act: activators of IFN-gamma induced STAT1 signaling; NIH 3T3 STAT1-luciferase reporter, luminescence; 100% = IFN-gamma alone, no compound; activation (% of control), % at 5.5 µM; 200,000 tested, 2.6% active; AID 932;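 active = activation above the screen-wide mean activation plus 3 SD, cut at about 130% in these data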;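 note: raw ratio to IFN-gamma control signal so 100% means no change and 0% no light; values of inactives mirror those of a sister screen read the other way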
FLuc stim CS: affects firefly luciferase, flagging false hits in luciferase stimulation screens; P08659; ATPlite luciferase biochemical, luminescence, 10 min; 0 = ATP-free wells, 1 = DMSO control; activation factor at 10 µM; 200,000 tested, under 10 active;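 active = luciferase activation factor, scaled between plate controls, of at least 2 with compound at 10 µM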
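System: cell-free luciferase reagent; medium: PBS as buffer for the ATP substrate; doses: test compounds dosed from 2 mM stocks in 100% DMSO; incubation: 10 min, room temperature; measured by: luminescence from luciferase reaction; read-out: luciferase activation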
The depositor's hits bear a star; & = joins results of further samples. Outcome played no part in choosing rows (roughly 7.1% active in at least one column).

CCc1ccc(-c2csc3ncn(Cc4ccc(C(=O)O)cc4)c(=O)c23)cc1 was read as NF-kB expr up 1.2, STAT3 act 99, APP 5UTR inh -8, ROMK primary 0.06, FLuc inhib CS -4, APP 5'UTR act 8, STAT1 inh -5, STAT3 blocker 7, STAT1 act 102 and FLuc stim CS 1.
Cc1nn(-c2ccccc2)c(C)c1/C=N/NC(=O)c1cc(-c2ccc(Cl)s2)[nH]n1 was read as NF-kB expr up 0.52, STAT3 act 105, APP 5UTR inh -9, ROMK primary 2, FLuc inhib CS -2, APP 5'UTR act 9, STAT1 inh -3, STAT3 blocker 2, STAT1 act 102 and FLuc stim CS 1.
Screening N#Cc1ccccc1NC(=O)CSc1nnc(-c2ccc(F)cc2)n1-c1ccccc1 returned NF-kB expr up 0.95, STAT3 act 100, APP 5UTR inh -15, ROMK primary -0.45, FLuc inhib CS -11, APP 5'UTR act 15, STAT1 inh 0, STAT3 blocker 0, STAT1 act 100 and FLuc stim CS 1.1.
CC(=O)CCC(=O)N1CCCC(CNC(=O)c2ccc(-c3ccccc3)cc2)C1 (stereo unspecified) was read as NF-kB expr up 1.4, STAT3 act 98, APP 5UTR inh -11, FLuc inhib CS 33, APP 5'UTR act 11, STAT1 inh -14, STAT3 blocker 6, STAT1 act 111 and FLuc stim CS 0.7.
For c1ccc(C(c2nnnn2Cc2ccco2)N2CCN(c3nc4ccccc4s3)CC2)cc1 (stereo unspecified) the results were NF-kB expr up 0.71, STAT3 act 98, APP 5UTR inh 27, FLuc inhib CS 0, APP 5'UTR act -27, STAT1 inh -1, STAT3 blocker 4, STAT1 act 101 and FLuc stim CS 1.
`COc1ccccc1NS(=O)(=O)c1cc(NC(=O)c2cc[n+]([O-])cc2)ccc1N1CCCC1` gave NF-kB expr up 0.96, STAT3 act 97, APP 5UTR inh 4, ROMK primary 0.077, FLuc inhib CS -2, APP 5'UTR act -4, STAT1 inh 22, STAT3 blocker 4, STAT1 act 80 and FLuc stim CS 1.
For COc1ccc(CNC(=O)COC(=O)c2ccco2)cc1 the results were NF-kB expr up 1.1, STAT3 act 88, APP 5UTR inh -1, ROMK primary 0.17, FLuc inhib CS 2, APP 5'UTR act 1, STAT1 inh 6, STAT3 blocker 18, STAT1 act 94 and FLuc stim CS 1.
Screening CCCCC(CC)CNC(=O)c1cc2ccccc2c(=O)o1 (stereo unspecified) returned NF-kB expr up 1.1, STAT3 act 106, APP 5UTR inh 9, ROMK primary 0.6, FLuc inhib CS -7, APP 5'UTR act -9, STAT1 inh 2, STAT3 blocker -6, STAT1 act 98 and FLuc stim CS 1.1.
O=C(Cn1cc(C(=O)COc2ccccc2)c2ccccc21)NCc1ccco1 was read as NF-kB expr up 1.1, STAT3 act 105, APP 5UTR inh 6, FLuc inhib CS 15, APP 5'UTR act -6, STAT1 inh 4, STAT3 blocker -1, STAT1 act 96 and FLuc stim CS 0.9.
For CN1CCN(C(=O)N2c3ccccc3CCc3ccccc32)CC1 the results were NF-kB expr up 1.2, STAT3 act 98, APP 5UTR inh 5, ROMK primary -1.4, FLuc inhib CS -4, APP 5'UTR act -5, STAT1 inh -13, STAT3 blocker 4, STAT1 act 113 and FLuc stim CS 1.
`COc1ccccc1NC(=S)N1CCn2cccc2C1c1cccnc1` (stereo unspecified) gave NF-kB expr up 1.1, STAT3 act 98, APP 5UTR inh 13, ROMK primary 1.5, FLuc inhib CS -5, APP 5'UTR act -13, STAT1 inh -5, STAT3 blocker 10, STAT1 act 104 and FLuc stim CS 1.1.
Screening COC(=O)C(/C=N/OCc1ccc([N+](=O)[O-])cc1)NC(=O)c1cccc(Cl)c1 (stereo unspecified) returned NF-kB expr up 0.92, STAT3 act 98, APP 5UTR inh -8, ROMK primary -1.5, FLuc inhib CS -5, APP 5'UTR act 8, STAT1 inh 1, STAT3 blocker 8, STAT1 act 99 and FLuc stim CS 1.1.

Pulled by compound from above, two records:
Screening COC(=O)C(/C=N/OCc1ccc([N+](=O)[O-])cc1)NC(=O)c1cccc(Cl)c1 (stereo unspecified) returned NF-kB expr up 0.92, STAT3 act 98, APP 5UTR inh -8, ROMK primary -1.5, FLuc inhib CS -5, APP 5'UTR act 8, STAT1 inh 1, STAT3 blocker 8, STAT1 act 99 and FLuc stim CS 1.1.
For COc1ccc(CNC(=O)COC(=O)c2ccco2)cc1 the results were NF-kB expr up 1.1, STAT3 act 88, APP 5UTR inh -1, ROMK primary 0.17, FLuc inhib CS 2, APP 5'UTR act 1, STAT1 inh 6, STAT3 blocker 18, STAT1 act 94 and FLuc stim CS 1.

Remaining list, next part:
Cc1ccc(C(NC(=O)N2CCOCC2)=C(Cl)Cl)cc1F was read as NF-kB expr up 1.2, STAT3 act 97, APP 5UTR inh 4, ROMK primary -0.14, FLuc inhib CS 1, APP 5'UTR act -4, STAT1 inh 10, STAT3 blocker 8, STAT1 act 91 and FLuc stim CS 1.
Screening CNS(=O)(=O)c1cc(OC)ccc1OC returned NF-kB expr up 1.2, STAT3 act 102, APP 5UTR inh 6, FLuc inhib CS 0, APP 5'UTR act -6, STAT1 inh 4, STAT3 blocker 1, STAT1 act 97 and FLuc stim CS 1.
For c1ccc(-c2cccc(-c3ccccn3)n2)nc1 the results were NF-kB expr up 0.69, STAT3 act 83, APP 5UTR inh 86*, ROMK primary 0.81, FLuc inhib CS -1, APP 5'UTR act -86, STAT1 inh 3, STAT3 blocker 24, STAT1 act 97 and FLuc stim CS 1.
Screening COc1cccc(OC)c1C(=O)Nc1ccc2c(c1)Cc1ccccc1-2 returned NF-kB expr up 1.9, STAT3 act 93, APP 5UTR inh -54, ROMK primary -0.32, FLuc inhib CS -6, APP 5'UTR act 54, STAT1 inh -3, STAT3 blocker 19, STAT1 act 102 and FLuc stim CS 1.1.
Screening Cc1nc(NC(=O)c2ccccc2)sc1-c1csc(Nc2ccc(F)cc2)n1 returned NF-kB expr up 1.2, STAT3 act 89, APP 5UTR inh -25, FLuc inhib CS -1, APP 5'UTR act 25, STAT1 inh -3, STAT3 blocker 16, STAT1 act 102 and FLuc stim CS 1.
`C/C(Cn1nc([N+](=O)[O-])cc1C)=N\NC(=O)COc1ccccc1[N+](=O)[O-]` gave NF-kB expr up 0.82, STAT3 act 101, APP 5UTR inh 0, ROMK primary 0.063, FLuc inhib CS -2, APP 5'UTR act 0, STAT1 inh -6, STAT3 blocker 3, STAT1 act 106 and FLuc stim CS 1.
COc1cc(OC)cc(-c2nc3nc(C)c(CCC(=O)NCc4ccco4)c(C)n3n2)c1 was read as NF-kB expr up 0.98, STAT3 act 101, APP 5UTR inh -32, ROMK primary -0.44, FLuc inhib CS -10, APP 5'UTR act 33, STAT1 inh -11, STAT3 blocker 1, STAT1 act 110 and FLuc stim CS 1.1.
Screening Cc1cc(C)c2nc(N3CCC(C(=O)NCCCN4CCCCC4)CC3)sc2c1 returned NF-kB expr up 1.1, STAT3 act 101, APP 5UTR inh 1, FLuc inhib CS -1, APP 5'UTR act -1, STAT1 inh 1, STAT3 blocker 1, STAT1 act 99 and FLuc stim CS 1.
`Cc1ccc2cccc(NC(=S)NC(=O)c3ccn(C)n3)c2n1` gave NF-kB expr up 0.74, STAT3 act 127, APP 5UTR inh -3, ROMK primary -0.14, FLuc inhib CS -8, APP 5'UTR act 3, STAT1 inh 7, STAT3 blocker -30, STAT1 act 92 and FLuc stim CS 1.1.
Screening COc1cccc(C(=O)Nc2ccc(F)c(F)c2F)c1 returned NF-kB expr up 2.1, STAT3 act 86, APP 5UTR inh -73, FLuc inhib CS 4, APP 5'UTR act 73, STAT1 inh -17, STAT3 blocker 20, STAT1 act 115 and FLuc stim CS 1.
For Cc1noc(C)c1C(=O)Nc1sc(C)c(C)c1C#N the results were NF-kB expr up 1, STAT3 act 94, APP 5UTR inh 4, FLuc inhib CS -5, APP 5'UTR act -4, STAT1 inh -7, STAT3 blocker 10, STAT1 act 106 and FLuc stim CS 1.1.
For O=C(CSCc1ccc(Cl)cc1)N/N=C/c1ccco1 the results were NF-kB expr up 1.1, STAT3 act 94, APP 5UTR inh -6, ROMK primary 1.3, FLuc inhib CS -2, APP 5'UTR act 6, STAT1 inh 3, STAT3 blocker 14, STAT1 act 96 and FLuc stim CS 1.
Screening CCN(CC)C(=O)COC(=O)c1cc(-c2ccc(OC)cc2)nc2ccccc12 returned NF-kB expr up 0.56, STAT3 act 80, APP 5UTR inh 1, ROMK primary -1.1, FLuc inhib CS 8, APP 5'UTR act -1, STAT1 inh -2, STAT3 blocker 23, STAT1 act 101 and FLuc stim CS 0.9.
Screening COCC(C)n1c(C)cc(C(=O)CSc2nnc(Nc3ccccc3F)s2)c1C (stereo unspecified) returned NF-kB expr up 0.88, STAT3 act 96, APP 5UTR inh 6, FLuc inhib CS -4, APP 5'UTR act -6, STAT1 inh 1, STAT3 blocker 9, STAT1 act 99 and FLuc stim CS 1.
Screening Cc1ncc([N+](=O)[O-])n1CC(=O)NC(C)(C)C returned NF-kB expr up 1.2, STAT3 act 100, APP 5UTR inh -7, FLuc inhib CS -1, APP 5'UTR act 7, STAT1 inh -6, STAT3 blocker -1, STAT1 act 106 and FLuc stim CS 1.
For O=C(CCCn1c(=S)[nH]c2cc3c(cc2c1=O)OCO3)N1CCN(C2CCCCC2)CC1 the results were NF-kB expr up 0.93, STAT3 act 103, APP 5UTR inh -8, FLuc inhib CS -4, APP 5'UTR act 8, STAT1 inh 7, STAT3 blocker 7, STAT1 act 94 and FLuc stim CS 1.
`CCOC(=O)c1nnn(-c2nonc2-n2cccc2)c1CN1CCC(C(=O)OCC)CC1` gave NF-kB expr up 1.3, STAT3 act 96, APP 5UTR inh -10, FLuc inhib CS -3, APP 5'UTR act 10, STAT1 inh 14, STAT3 blocker 9, STAT1 act 88 and FLuc stim CS 1.
CN1CCN(C(=O)/C=C/c2cn(-c3ccccc3)nc2-c2ccc3c(c2)OCCO3)CC1 was read as NF-kB expr up 1.1, STAT3 act 94, APP 5UTR inh -12, ROMK primary 0.81, FLuc inhib CS -9, APP 5'UTR act 12, STAT1 inh -3, STAT3 blocker 15, STAT1 act 101 and FLuc stim CS 1.1.
`Cc1ccc(S(=O)(=O)N2CCN(CC(=O)N/N=C\c3ccc(Cl)c([N+](=O)[O-])c3)CC2)cc1` gave NF-kB expr up 0.89, STAT3 act 104, APP 5UTR inh -6, ROMK primary 0.053, FLuc inhib CS -2, APP 5'UTR act 6, STAT1 inh -7, STAT3 blocker -3, STAT1 act 107 and FLuc stim CS 1.
For COc1ccc(C2Nc3ccccc3C(=O)N2Cc2ccco2)cc1CN1C(=O)c2ccccc2C1=O (stereo unspecified) the results were NF-kB expr up 1.5&1.5, STAT3 act 99&107, APP 5UTR inh -4&-1, ROMK primary -0.78&-1, FLuc inhib CS -10&0, APP 5'UTR act 4&1, STAT1 inh 4&1, STAT3 blocker 7&-8, STAT1 act 96&100 and FLuc stim CS 1.1&1.
O=C(N/N=C\c1cc([N+](=O)[O-])ccc1N1CCOCC1)c1ccccn1 was read as NF-kB expr up 1.1, STAT3 act 97, APP 5UTR inh -7, ROMK primary -0.33, FLuc inhib CS -7, APP 5'UTR act 7, STAT1 inh -6, STAT3 blocker 14, STAT1 act 104 and FLuc stim CS 1.1.
`CC(=O)N1CCN(c2ccc([N+](=O)[O-])cc2C#N)CC1` gave NF-kB expr up 1.2, STAT3 act 99, APP 5UTR inh -13, ROMK primary 0.7, FLuc inhib CS -5, APP 5'UTR act 13, STAT1 inh -6, STAT3 blocker 8, STAT1 act 105 and FLuc stim CS 1.1.
